# KCNQ2 inh = KCNQ2 channel blockers in CHO-K1 cells – cell-based, FluxOR thallium flux, B-score, primary screen (AID 2156); 20 min; hits give low values; B-score at 10 µM; 310,000 compounds, 1.1% hits;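 active means fluorescence ratio B-score at most minus 3 library SDs, with starting brightness B-score within 2 library SDs, cut at about -5.5 in these data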
# Kir21 inh = blocks the mouse Kir2.1 inward-rectifier potassium channel; B-score at 10 µM; 310,000 compounds, 0.85% hits; P35561; HEK293-Kir2.1, FluxOR thallium flux fluorescence; hits give low values;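 active means fluorescence ratio B-score at or below minus 3 SD of library scores, with starting-brightness B-score within 2 SD, cut at about -4.2 in these data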;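 further: channel flux triggered by added potassium and thallium sulfate stimulus; B-score of peak minus minimum fluorescence over baseline after thallium stimulus; more negative B-score means stronger Kir2.1 block with less thallium influx; some compounds called inactive have numbers as strong as hits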
# Target sequence (P35561 whole entry, looked up): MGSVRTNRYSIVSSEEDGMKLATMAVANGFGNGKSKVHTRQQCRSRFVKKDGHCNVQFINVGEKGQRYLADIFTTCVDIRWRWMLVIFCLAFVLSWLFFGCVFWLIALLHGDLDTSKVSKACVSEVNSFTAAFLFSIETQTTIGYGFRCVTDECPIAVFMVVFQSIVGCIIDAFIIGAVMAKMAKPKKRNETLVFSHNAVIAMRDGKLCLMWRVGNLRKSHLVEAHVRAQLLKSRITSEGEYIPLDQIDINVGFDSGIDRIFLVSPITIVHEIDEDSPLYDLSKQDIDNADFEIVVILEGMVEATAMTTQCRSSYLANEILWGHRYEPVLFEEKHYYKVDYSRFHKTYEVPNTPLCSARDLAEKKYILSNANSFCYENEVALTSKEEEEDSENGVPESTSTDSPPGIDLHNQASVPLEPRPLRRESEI
# * marks the source's active call; other numbers are inactive results; i = inactive. Random draw from the library; any-hit rate near 1.8%.
KCNQ2 inh,Kir21 inh,Molecule
i,1.67,C=CCn1c(=O)c(C(=O)Nc2ncccc2O)c(O)c2ccccc21
i,-0.24,CC(=O)c1cccc(NS(=O)(=O)c2csc(C(N)=O)c2)c1
i,-2.43,COc1ccc(Cc2nnc(NC(=O)C3CC(=O)N(c4ccc(OC)cc4)C3)s2)cc1 (stereo not given)
i,1.98,CCO[C@@H]1OC(C(=O)NC2CC2)=C[C@H](c2csc3ccccc23)[C@H]1CCCO
i,-0.55,COc1ccc(Cl)cc1NC(=O)NCC1CCN(Cc2cc(C)ccc2C)CC1
i,0.01,COc1ccc(C(C)(C)NC(=O)C2CCC(=O)N(CCCN3CCCC3=O)C2)cc1 (stereo not given)
i,-0.94,CC(C)NCC(=O)Nc1c2c(nc3ccccc13)CCC2
i,1.14,Clc1ccc(OCCCCN2CCCCC2)cc1
i,-2.22,CCN(CC)S(=O)(=O)c1ccc(N(C)C)c(NC(=O)C2CCCC2)c1
i,0.91,Cc1ccc2c(c1)nnn2C1CCN(CC(=O)N2c3ccccc3CC2C)CC1 (stereo not given)
i,0.02,Cc1cc(C(=O)Nc2nnc(C3CCCCC3)s2)cs1
i,-2.53,Clc1ccc(OCCn2ccnc2)c(Cl)c1
i,-0.55,Cc1nn(CC(=O)NCCCN2CCC(Cc3ccccc3)CC2)c(=O)c2cc(-c3ccccc3)nn12
i,1.18,CCN1CCCc2cc(CN(CCN3CCOCC3)C(=S)Nc3ccc(OC)cc3)ccc21
i,2.41,COc1ccc(C(=O)N2CCN(C(=O)C3COc4ccccc4O3)CC2)cc1 (stereo not given)
i,0.3,Cc1ccccc1-n1c(C)cc(/C=N/NC(=O)c2ccncc2)c1C
i,-0.47,COc1cc(C(=O)n2nc(C)cc2C)ccc1O
i,-0.55,CCOc1ccc(CCNS(=O)(=O)c2c(C)n[nH]c2C)cc1OCC
i,0.13,Cc1cc(C)nc(NC(N)=NCCc2c[nH]c3ccccc23)n1
i,0.27,Cc1ccccc1NS(=O)(=O)c1ccc(F)cc1
i,0.46,O=C(NCCN1CCOCC1)c1cccc(S(=O)(=O)N2CCCCC2)c1
i,-0.12,COc1ccc(OC)c(S(=O)(=O)Nc2ccc3c(c2)N(C(C)=O)CCC3)c1
i,-1.5,Cc1ccc(S(=O)(=O)N(CC(=O)N(C(C)C)C(C)C)C(=O)N2CCN(C)CC2)cc1
i,0.83,Cc1ccc(OCC(=O)Nc2ccc(F)cc2)cc1
i,-1.27,NC1=NC(=O)/C(=C\c2ccc(O)c([N+](=O)[O-])c2)S1
i,-0.09,Cc1cccc(NC(=O)Cn2c(O)c(N=NC(=O)c3ccccc3O)c3ccccc32)c1
i,-3.7,Cc1nc(NC(=O)CN(C)S(=O)(=O)c2ccc(Br)cc2)sc1C
i,-0.41,CC(C)(C)c1nn(-c2ccccc2)c2[nH]c(=O)c(CNCc3ccc4c(c3)OCO4)cc12
i,-0.75,Cc1ccc(NC(=O)CSc2cccc3cccnc23)c(C)c1
i,0.2,CCOc1cc(-n2nc(C)c(C#N)c2N)nc(SC)n1
i,1.65,CN(C)S(=O)(=O)c1ccc(N2CCCC2)c(C(=O)OCC(=O)NC2(C#N)CCCCC2)c1
i,-2.49,CSc1nc(C)cc(OCC(=O)n2nc(C)cc2C)n1
i,0.11,CCCCOC(=O)Nc1ccc(S(=O)(=O)Nc2nccs2)cc1
i,0.31,CCC(C)[C@H](NC(=O)NCCCOC(C)C)C(=O)OC (stereo not given in full)
i,0.46,NC(=O)c1ccc[n+](CC(=O)c2ccc(F)cc2)c1
i,-11.4*,C/C(N)=C(/C#N)C(=O)COC(=O)C1CCC(C(C)(C)C)CC1 (stereo not given)
i,0.49,COc1ccccc1/C=N/NC(=O)c1ccc2c(c1)OCO2
i,1.22,CCn1cc(C(=O)NCCOC)c(=O)c2ccc(C)nc21
i,-1.71,N#Cc1ccccc1CN1C(=O)S/C(=C/c2cccn2-c2cccc(C(=O)O)c2)C1=O
i,-2.89,CCc1ccc(-n2c(=O)c3c(C)c(C(=O)N(C)C)sc3n(CC(=O)NCC3CCCO3)c2=O)cc1 (stereo not given)
i,0.08,CCc1ccc(NC(=O)c2sccc2-n2cccc2)cc1
i,0.66,CC(C(=O)O)c1ccc2c(c1)[nH]c1ccc(Cl)cc12 (stereo not given)
i,-1.07,COc1ccc(CCN2C(=O)CC(Cc3ccc(Br)cc3)C2=O)cc1OC (stereo not given)
i,0.81,CCn1c(CC(=O)Nc2ccc(C)cc2)nnc1SCC(=O)NCc1ccccc1
i,1.13,CN(C)CCCN(C(=O)COc1ccc(Cl)cc1)c1nc2ccc(F)cc2s1
i,-0.08,CCc1nnc(NC(=O)C(NS(=O)(=O)c2ccc3c(c2)OCCO3)C(C)C)s1 (stereo not given)
i,-0.77,O=C(Nc1ccc2c(c1)OCCO2)Nc1ccc2c(c1)OCO2
i,-0.54,CCC(CC)NC(=O)CSc1nnc(-c2ccc(OC)cc2)n1C(C)C
i,0.56,COc1ccc(CNC(=O)c2c(C)cc(=O)oc2C)cc1
i,0.98,O=C1C[C@H]2[C@H](CO)[C@@H](OC(=O)c3ccc(-c4ccccc4)cc3)C[C@H]2O1
i,-0.52,Cc1nc2ccccc2n1CC(=O)NC1CCCC1
i,-0.05,O=C(Nc1ccccn1)C12CC3CC(CC(C3)C1)C2
i,2.7,Cc1cccc(C2c3[nH]c4ccccc4c3CCN2C(=O)c2cn(C)c3ccccc3c2=O)n1 (stereo not given)
i,-0.86,CCOCCCNC(=O)C(NC(=O)c1ccc(=O)[nH]c1)c1ccc(Cl)cc1 (stereo not given)
i,0,Cc1onc(-c2ccccc2)c1C(=O)Nc1ccc(OC(C)C)cc1
i,0.28,CN(CCOc1ccccc1)CCOc1ccccc1
i,-0.21,O=C(Nc1ccc(SC(F)F)cc1)C1=COCCO1
i,-0.03,COC(=O)CSc1nnc(-c2cccc(NC(=O)c3ccc(C)cc3)c2)n1C
i,0.1,CC(CN1CCCC1)OC(=O)c1ccccc1Cl (stereo not given)
i,0.64,CCN(CC)CCNc1nc(-c2ccccc2)c2c(c1C#N)CC(C)(C)OC2

# (next part)
KCNQ2 inh,Kir21 inh,Molecule
i,-0.03,O=C(NCC(=O)N1CC=C(c2ccccc2)CC1)c1ccccc1Br
i,0.03,NC(=O)Cn1c(=O)n(CCCC(=O)NC2CCN(Cc3ccccc3)CC2)c(=O)c2ccccc21
i,-0.16,CCc1ccc(N/C(N)=N/c2nc(CSc3ncccn3)cc(=O)[nH]2)cc1
i,-0.07,CC(NCc1ccccc1)C1COc2ccccc2O1 (stereo not given)
i,-0.38,O=C(NCCCNC(=O)c1ccc(Cl)cc1Cl)c1ccccn1
i,2.64,CCc1ccccc1N(CC(=O)NCc1ccco1)C(=O)CCC(=O)Nc1ccccn1
i,-2.49,CCN(CC)c1ccc(/C=N/OCC(=O)N2CCCc3ccccc32)cc1
i,1.46,CCn1c(=O)c(-[n+]2ccccc2)c(O)c2ccccc21
i,0.02,COC(=O)c1sccc1NC(=O)c1c(Cl)cccc1Cl
i,-0.52,CC(C)(C)CN1C(N)=NC[C@@H]1Cc1ccc(O)cc1
i,0.33,O=S1(=O)N=C(N2CCN(Cc3ccccc3)CC2)c2ccccc21
i,-1.36,CCN(CC(=O)NC1CCCC1)S(=O)(=O)c1ccc(F)cc1
i,2.07,CCOCC(=O)Nc1c(C)n(C)n(-c2ccccc2)c1=O
i,2.72,CCc1nnc(NC(=O)CSc2nnc(-c3cccnc3)n2CCc2ccccc2)s1
i,1.25,CCN1CCN(Cc2ccc(NC(=O)c3ccc(C)c(NC(=O)C4=NN(c5ccccc5)C(=O)C4)c3)cc2C(F)(F)F)CC1
i,-14.9,CN1CCCC1CCNc1ccc2sc3ccccc3c(=O)c2c1 (stereo not given)
i,-0.42,CCOC(=O)c1cccc(NC(=O)CSc2nc(N)cc(N)n2)c1
i,0.2,Cc1cnc(C(=O)N2CCN(S(=O)(=O)c3ccc4ccccc4c3)CC2)cn1
i,0.3,Cc1ccc(SCC(=O)NNC(=O)C2CCCCC2)cc1
i,0.5,Nc1nc2nc(-c3ccc(F)cc3)cc(C(F)(F)F)n2n1
i,0.09,O=C(Nc1ccc2c(c1)CCC2)c1ccc(Br)s1
i,0.45,CCNC(=O)c1c(NC(=O)c2cc(-c3cc(C)ccc3O)n[nH]2)sc2c1CCCC2
i,0.35,Cc1ccc(SC2=C(Sc3ccc(C)cc3)C(=O)c3ccccc3C2=O)cc1
i,0.07,CCOC(=O)c1ccc(NC(=O)CC2S/C(=N/N=C3/NC(=O)CS3)NC2=O)cc1 (stereo not given)
i,0.78,COc1ccc2c(c1)c(C(=O)O)c(C)n2-c1ccc(Cl)cc1
i,0.55,COP(C)(=O)c1c(C)nn(-c2ccccc2)c1C (stereo not given)
i,-0.41,OCC[C@@H]1C[C@H](O)[C@@H](O)[C@]2(CCCc3ccccc3O2)O1
i,1.37,CCN(CC)CCCNC(=O)CC1Oc2ccc(C)cc2NC1=O (stereo not given)
i,1.29,Cc1ccc(-c2cc(C(=O)N3CCN(c4ccccc4O)CC3)c3ccccc3n2)o1
i,0.02,COc1ccc(N2CC(NC(=O)c3cccc4ccccc34)CC2=O)cc1OC (stereo not given)
i,-2.1,O=C(CCCN1C(=O)/C(=C/c2ccccc2)SC1=S)NCCCn1ccnc1
-5.58*,0.16,CCOC(=O)C1CCN(c2c(C(=O)c3ccccc3)cnc3ccc(Cl)cc23)CC1
i,-1.06,COc1ccc(NC(C)C(=O)Nc2ccc(C#N)cc2)cc1Cl (stereo not given)
i,0.07,COc1cccc(CNC(=O)C(C)n2nc(C)n3c(cc4occc43)c2=O)c1 (stereo not given)
i,-0.67,CN(c1ccccc1)S(=O)(=O)c1ccc(NC(=S)Nc2ccccc2)cc1
i,-1.34,COC(=O)c1ccc(OC(=O)C2CSC3(C)CCC(=O)N23)cc1 (stereo not given)
i,-0.61,CCOCCCNC(=O)c1ccc2c(c1)ncn2C1CCCC1
i,-0.32,CN(CC(=O)NCc1ccccn1)S(=O)(=O)c1ccc(F)cc1
i,-0.39,C=Cn1cc[n+](CC(=O)c2ccc(OC)c(OC)c2)c1
i,0.4,C=CCn1c(SCC(=O)NC(=O)NC2CCCC2)nnc1C1CCCCC1
i,-0.04,CCCCNC(=O)c1cccc(NC(=O)C(=O)c2ccccc2NC(C)=O)c1
i,0.17,CCOC(=O)CC(NC(=O)CCc1c(C)nc2ncnn2c1C)c1ccc(OC(C)C)cc1 (stereo not given)
i,-0.08,COC(=O)c1sc(S(=O)(=O)N2CCCCC2C(=O)O)c(C(=O)OC)c1C (stereo not given)
i,-0.41,CCOC(=O)c1ccccc1NC(=O)CCNC(=O)Cn1cnc2ccccc2c1=O
i,-3.51,CN(C)CCCN(C(=O)c1ccco1)c1nc(-c2ccc(Cl)cc2)cs1

# Compounds above that have an aryl thioether with sulfur outside any ring (13):
KCNQ2 inh,Kir21 inh,Molecule
i,-0.75,Cc1ccc(NC(=O)CSc2cccc3cccnc23)c(C)c1
i,0.2,CCOc1cc(-n2nc(C)c(C#N)c2N)nc(SC)n1
i,-2.49,CSc1nc(C)cc(OCC(=O)n2nc(C)cc2C)n1
i,0.81,CCn1c(CC(=O)Nc2ccc(C)cc2)nnc1SCC(=O)NCc1ccccc1
i,-0.54,CCC(CC)NC(=O)CSc1nnc(-c2ccc(OC)cc2)n1C(C)C
i,-0.21,O=C(Nc1ccc(SC(F)F)cc1)C1=COCCO1
i,-0.03,COC(=O)CSc1nnc(-c2cccc(NC(=O)c3ccc(C)cc3)c2)n1C
i,-0.16,CCc1ccc(N/C(N)=N/c2nc(CSc3ncccn3)cc(=O)[nH]2)cc1
i,2.72,CCc1nnc(NC(=O)CSc2nnc(-c3cccnc3)n2CCc2ccccc2)s1
i,-0.42,CCOC(=O)c1cccc(NC(=O)CSc2nc(N)cc(N)n2)c1
i,0.3,Cc1ccc(SCC(=O)NNC(=O)C2CCCCC2)cc1
i,0.35,Cc1ccc(SC2=C(Sc3ccc(C)cc3)C(=O)c3ccccc3C2=O)cc1
i,0.4,C=CCn1c(SCC(=O)NC(=O)NC2CCCC2)nnc1C1CCCCC1

# Other compounds follow.
KCNQ2 inh,Kir21 inh,Molecule
i,-0.31,O=C(CNC1CCCCCC1)Nc1ccc(N2CCCC2)cc1
i,-1.54,COc1ccccc1CNC(=O)Cc1c[nH]c2ccccc12
i,0.58,Cc1cc(C)c(OCC(=O)OCC(=O)N2CCN(C(=O)c3ccco3)CC2)c(C)c1
i,0.82,CCOC(=O)N1CCc2c(sc3c2c(=O)n(-c2ccc(CC)cc2)c(=O)n3CC(=O)NCC2CCCO2)C1 (stereo not given)
i,1.02,O=C(NC(Cc1ccccc1)C(=O)NCCc1ccccn1)c1cccs1 (stereo not given)
i,1.14,Cc1[nH]c2ccccc2c1C(=O)C(=O)N1CCN(c2cccc(Cl)c2)CC1
i,0.09,Cc1cccc(Nc2nc(-c3ccccc3)c(C(=O)Nc3cccnc3)s2)c1
i,-0.43,Cc1cc(C)nc(N2C(=O)CC(Cc3ccccc3)C2=O)n1 (stereo not given)
i,-0.07,CCOC(=O)CCC(=O)NNC(=O)COc1ccc(C(C)C)cc1Br
i,0.81,O=C(NCCN1CCOCC1)c1ccc(F)cc1
i,0.05,CS(=O)(=O)N1CCN(C(=O)c2ccc3c(c2)OCCO3)CC1
i,1.44,CCCC(=O)Nc1cc(C)c2c(=O)oc3ccccc3c2n1
i,0.05,CCCCNC(=O)NNc1nc(Cl)cc(C)c1C#N
i,-1.1,O=C(O)/C=C/c1ccc(S(=O)(=O)Nc2ccc(OCc3ccccc3)cc2)cc1
i,-1.3,COc1ccccc1N(C)S(=O)(=O)c1ccc(Cl)c(C(=O)NCCCN2CCOCC2)c1

# Screening results deposited in PubChem BioAssay by Johns Hopkins Ion Channel Center.
